NOD1 inhibition: NOD1 signaling inhibitors, primary screen, cell-based, luminescence, uHTS (AID 1578). inhibition, % at 4 µM, or EC50 in µM where a hit was titrated. 290,000 compounds, 1% hits. NOD1-driven NF-kB luciferase reporter cells, luminescence; higher % means a stronger effect; in the data active = inhibition mostly above about 36%, no sharp cut-off; inactive = mostly below about 34%;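 also: HEK-293T reporter cells stimulated with the NOD1 agonist gamma-tri-DAP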
Myeloid diff MLP: myeloid differentiation induction. ER-HoxA9 myeloid progenitors, lysozyme-GFP differentiation, flow cytometry. calls only at 10 µM. 360,000 compounds, 1% hits. AID 624256;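 active = normalized GFP-positive differentiation at or above the plate's own cutoff, the solvent-only control mean plus 3 SD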;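 also: cells exposed to compound for four days before flow analysis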
GPR35 antagonists: inhibition of zaprinast-stimulated GPR35 beta-arrestin translocation – imaging, U2OS, beta-arrestin-GFP, zaprinast agonist, primary screen (AID 2058). U2OS GPR35 beta-arrestin-GFP translocation imaging, zaprinast antagonism; higher % means a stronger effect. inhibition, % at 10 µM; hits with a dose series show IC50 in µM. 290,000 compounds, 0.052% hits;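 active = inhibition of at least 50% with at least 30 cells and total cytoplasm GFP at most 10,000,000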
KOR beta-arrestin-1: KOR agonists, beta-arrestin recruitment, primary screen, cell-based, luminescence, uHTS (AID 1777) | KOR beta-arrestin recruitment, luminescence; higher % means a stronger effect | one-dose activation, % at 10 µM; EC50 in µM for titrated hits | 280,000 compounds, 0.02% hits; in the data active = activation above about 50%, passing the limit was not always enough; also: a part of the inactive calls stands beside numbers as strong as those of hits
GPR55 LPI antagonism: inhibition of LPI-stimulated GPR55 beta-arrestin translocation – imaging, U2OS, beta-arrestin-GFP, LPI agonist, primary screen (AID 2013); U2OS GPR55 beta-arrestin-GFP translocation imaging, LPI antagonism; higher % means a stronger effect; one-dose inhibition, % at 10 µM; IC50 in µM for titrated hits; 290,000 compounds, 0.13% hits;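 active = spots per cell inhibited over 60%, with over 100 cells counted and total cytoplasm intensity under 500,000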;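 also: U2OS cells stably carrying GPR55 and arrestin-GFP stimulated by 5 µM LPI near EC80; imaged beta-arrestin-GFP aggregate spots per cell after agonist stimulation; plate controls were LPI-stimulated DMSO wells for no effect and DMSO wells without LPI for full effect; some results filed as inactive read as strong as hits; confirmed hits need IC50 under 10 µM and bright autofluorescent wells are also inconclusive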
GPR55 activation: GPR55 agonists via beta-arrestin recruitment, primary screen, imaging, U2OS cells, beta-arrestin-GFP redistribution (AID 1961); one-dose activation, % at 10 µM; EC50 in µM for titrated hits; U2OS GPR55 beta-arrestin-GFP redistribution imaging; higher % means a stronger effect; 290,000 compounds, 0.048% hits;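 active = activation above 40% with more than 50 cells counted in the well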;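 also: U2OS osteosarcoma cells stably expressing GPR55 and beta-arrestin-GFP; plate controls were DMSO negative control for no effect and LPI positive control for full effect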
HIV peptide binding: inhibitors of HIV fusion peptide binding, primary screen, biochemical, uHTS, fluorescence dequenching (AID 1986). one-dose inhibition, % at 20 µM; IC50 in µM for titrated hits. 290,000 compounds, 0.3% hits. cell-free peptide binding, fluorescence dequenching, 30 min; higher % means a stronger effect; in the data active = inhibition mostly above about 52%, no sharp cut-off; inactive = mostly below about 76%; also: some results filed as inactive read as strong as hits
KOR beta-arrestin-2: KOR antagonists, beta-arrestin recruitment, cell-based, luminescence, uHTS (AID 1778); KOR beta-arrestin recruitment, luminescence, antagonist mode; higher % means a stronger effect; inhibition, % at 10 µM; hits with a dose series show IC50 in µM; 290,000 compounds, 0.091% hits; also: strong numbers were not always called active
HEK293 NOD2/NF-kB: inhibition of NOD2-driven NF-kB reporter – cell-based, luminescence, uHTS, HEK293 (AID 1566); 290,000 compounds, 0.63% hits; inhibition, % at 4 µM; hits with a dose series show EC50 in µM; HEK293 NOD2/NF-kB luciferase reporter, luminescence; higher % means a stronger effect; also: many of its hits are not listed in these tables
Myeloid diff MLP GFP+ MAC1+ %: recorded beside Myeloid diff MLP, whose call it bears; GFP+ MAC1+ double positive, %; measured here: differentiation confirmed by MAC1 staining
* marks the source's active call; other numbers are inactive results; i = inactive; . = not tested or not shown; [ ] = another dose, or the depositor's remark. Rule as the data show it, unless noted: active = inhibition above about 50%; inactive = the rest. These rows are one share of the data. The share of hits here may be higher or lower than overall.

SMILES	NOD1 inhibition	Myeloid diff MLP	Myeloid diff MLP GFP+ MAC1+ %	GPR35 antagonists	KOR beta-arrestin-1	GPR55 LPI antagonism	GPR55 activation	HIV peptide binding	KOR beta-arrestin-2	HEK293 NOD2/NF-kB
CCCc1cc(=O)[nH]c(SCC(=O)c2c(C)[nH]c3ccccc23)n1	8%	i	1.0	0%	2.9%	-6%	-0.3%	0.6%	5%	27%
Cn1c(NC(=O)C2CCCO2)cc(=O)n(C)c1=O (stereo unspecified)	-5%	i	0.6	9%	5.5%	11%	0.6%	4.0%	-4%	-3%
COc1ccc(NC(=S)N2CCN(C(=O)c3ccco3)CC2)cc1	-47%	i	0.9	8%	3.5%	6%	-0.1%	-0.3%	12%	-5%
COc1ccc(-c2nsc3c(SCC(=O)Nc4cc(C)ccc4C)ncnc23)cc1	0%	.	.	-7%	4.2%	-25%	-0.1%	-0.5%	-51%	7%
CC(C)(C)Nc1nc(-c2ccc3c(c2)CCN3C(=O)C2CC2)cs1	2%	i	0.4	-8%	-2.1%	0%	0.5%	-2.4%	19%	-97%
Cn1cc(Cl)c(C(=O)OCC(=O)Nc2ccccc2)n1	8%	i	1.1	-1%	-2.4%	-2%	0.4%	0.9%	-7%	-3%
O=C(Cc1cccs1)N1CCN(S(=O)(=O)c2ccccc2)CC1	-12%	i	0.6	-14%	-2.7%	4%	-0.1%	2.4%	9%	10%
CC1=NN(c2nc(-c3ccc(C)cc3)cs2)C(=O)C1N=Nc1ccc2ccccc2c1 (stereo unspecified)	-8%	i	0.9	-4%	-1.2%	4%	-0.2%	-0.7%	-7%	-7%
Cc1cc(C(=O)OCC(=O)c2cccc([N+](=O)[O-])c2)c2ccccc2n1	-20%	i	0.4	11%	-4.0%	2%	-0.1%	0.8%	18%	4%
CC(C)c1nnc(NC(=O)CCC(=O)N2CCN(C3c4ccccc4-c4ccccc43)CC2)s1	-38%	i	0.3	0%	-1.2%	-4%	0.7%	-1.8%	26%	-5%
CCC(=O)N(CCc1ccccc1C)Cc1cc2cc3c(cc2[nH]c1=O)OCO3	-2%	i	0.8	1%	3.1%	-8%	0.3%	-1.6%	7%	7%
CN(/C(=N/S(=O)(=O)c1ccccc1)c1ccccc1)S(=O)(=O)c1ccccc1	3%	i	0.6	-7%	5.5%	6%	-0.4%	-0.1%	1%	10%
CN1CCN(/C=N/c2c(C#N)cnn2C)CC1	-4%	i	2.7	4%	-3.0%	16%	-0.3%	-1.5%	10%	0%
CCCc1nnc(NC(=O)CCC(=O)N2CCN(Cc3ccc(F)cc3)CC2)s1	0%	i	8.2	12%	-0.8%	1%	-0.1%	1.0%	8%	-4%
O=C(Oc1ccc(C(=S)N2CCC(O)CC2)cc1)c1ccc(Cl)cc1	-21%	i	0.1	6%	3.8%	-2%	-0.1%	-0.7%	-12%	-23%
CCc1ccccc1NC(=O)CSc1nnc(CNC(=O)c2ccco2)n1C	1%	i	0.7	-4%	-3.0%	-13%	-0.1%	-0.8%	-6%	19%
CCCc1nc2scc(-c3ccc(C)cc3)c2c(=O)n1N	-10%	i	0.0	0%	-1.2%	-8%	-0.1%	1.5%	32%	16%
CC1SCC(NC(=O)c2cccc(Cl)c2)CS1 (stereo unspecified)	-7%	i	0.0	12%	3.0%	-6%	-0.2%	-0.7%	-29%	-17%
Cc1ccc(NC(=O)c2cccc3c2C(=O)N(C2CCCCC2)C3)cc1	9%	i	0.2	18%	3.6%	9%	-0.3%	-0.4%	2%	17%
COc1cc(C(=O)NCC(=O)NC(C)CCc2ccccc2)cc(OC)c1OC (stereo unspecified)	5%	i	0.4	-3%	2.7%	-10%	1.2%	-1.7%	13%	2%
CC(/C=N/NC(=O)CN1CCN(Cc2ccc(Cl)cc2)CC1)=C\c1ccco1	-14%	i	0.4	-5%	4.3%	7%	-0.2%	8.1%	-14%	6%
Fc1ccc(-c2nnc(SCc3ncc(-c4ccccc4)o3)n2CC2CCCO2)cc1 (stereo unspecified)	-16%	i	0.9	22%	3.8%	10%	0.3%	0.9%	20%	4%
CCC(=O)NNc1cc(=O)c2c(=O)n(C)c(=O)n(C)c2[nH]1	-2%	i	0.6	2%	-1.3%	6%	-0.1%	0.4%	33%	9%
Cc1cc(NC(=O)CCC(=O)N(CCC(C)C)CC(=O)NCC2CCCO2)no1 (stereo unspecified)	-1%	i	0.3	-6%	14%	5%	0.1%	-2.1%	15%	10%
COCCSc1nc2c(c(=O)[nH]c(=O)n2C)n1CCCc1ccccc1	11%	i	0.1	4%	2.2%	-4%	-0.2%	0.4%	-20%	18%
Further results follow.
SMILES	NOD1 inhibition	Myeloid diff MLP	Myeloid diff MLP GFP+ MAC1+ %	GPR35 antagonists	KOR beta-arrestin-1	GPR55 LPI antagonism	GPR55 activation	HIV peptide binding	KOR beta-arrestin-2	HEK293 NOD2/NF-kB
Cc1cccc(CN2CCCC(C(=O)c3ccc4c5c(cccc35)CC4)C2)n1 (stereo unspecified)	10%	i	0.2	24%	.	20%	-0.1%	-1.0%	-30%[20 µM]	-5%
O=C(NC(NC(=O)c1ccccc1)C(=O)c1ccccc1)c1ccccc1	4%	i	1.1	0%	-4.7%	-1%	0.5%	3.3%	14%	2%
O=c1[nH]c(CN2CCN(c3ncccn3)CC2)nc2c(Br)cc(Br)cc12	9%	i	0.2	-5%	0.9%	-2%	-1.9%	1.2%	5%	36%
CSCC[C@H](NC(=O)N1C[C@H]2C[C@@H](C1)c1cccc(=O)n1C2)C(=O)Nc1ccc(NC(C)=O)cc1	-18%	i	1.4	10%	-5.7%	10%	0.5%	-0.3%	-42%[20 µM]	3%
CC1CC(C)CN(CC(=O)N2CCOCC2)C1 (stereo unspecified)	-15%	i	0.4	-10%	-8.8%	3%	-0.1%	0.5%	-2%	19%
c1ccc(N2CCN(c3ccccc3)C2c2ccncc2)cc1	-7%	i	1.2	14%	3.0%	10%	-0.1%	-1.3%	16%	-5%
COc1ccc(/C=C/C(=O)Nc2ccc3c(c2)OCCO3)cc1OC	-25%	i	0.5	6%	-1.8%	12%	0.7%	-0.3%	.	-12%
CC(=O)NC12CC3CC(C1)CC(C(=O)N1CCN(S(=O)(=O)c4ccc(Cl)s4)CC1)(C3)C2	0%	.	.	-19%	-1.8%	-5%	-0.1%	1.3%	5%	18%
COc1ccc(CNc2cc(C)ccn2)cc1	16%	i	0.2	-9%	2.6%	1%	0.0%	-0.2%	40%	-24%
CCN(CC)C(=O)CSc1nnc(-c2ccccn2)n1Cc1ccccc1	-5%	i	0.8	-6%	1.9%	2%	-1.9%	-1.0%	12%	-4%
Cc1c(NC(=O)CN2C(=O)NC(C)(c3ccccc3Cl)C2=O)c(=O)n(-c2ccccc2)n1C (stereo unspecified)	-32%	i	0.2	-3%	3.4%	-3%	-0.2%	1.5%	32%	14%
CC(C)[C@H](NS(=O)(=O)c1ccccc1)C(=O)OCC(=O)NC(=O)c1cccn1C	14%	i	1.0	19%	2.2%	1%	-0.1%	-1.5%	19%	-3%
CCN(C(=O)COC(=O)c1ccc(Br)o1)C1CCCCC1	-42%	i	0.3	3%	-0.6%	4%	-0.3%	-0.2%	5%	14%
COc1ccc(CCNC(=O)CSc2nc(O)c(CCC(C)C)c(=O)[nH]2)cc1OC	-28%	i	6.2	-2%	-1.6%	11%	0.5%	1.3%	-27%	2%
CCOC(=O)c1sc(NC(=O)CSc2nc(-c3ccco3)cc(C(F)(F)F)n2)c(C(=O)OC)c1C	25%	i	2.3	5%	9.1%	9%	-0.1%	0.3%	-29%	-2%
CCCCN(C)C(=O)c1nc2ccccn2c1CN1CCN(C(=O)c2cccs2)CC1	0%	i	0.6	-9%	6.7%	6%	-0.1%	-0.6%	2%	3%
Cc1ccc(C)c(CN2CCC(CNC(=O)Nc3ccc(F)c(Cl)c3)CC2)c1	-2%	i	0.8	-4%	0.5%	14%	-0.1%	-0.6%	-3%	2%
CC1CC(C)CN(CCCNC(=O)c2ccc3nc(N4CCOCC4)sc3c2)C1 (stereo unspecified)	-5%	i	2.8	-6%	-3.0%	8%	-0.1%	-0.3%	-21%[20 µM]	3%
Cc1ccc(NC(=O)C(=O)NCCCN2CC(C(=O)O)CC2=O)cc1 (stereo unspecified)	-9%	i	1.3	6%	4.9%	0%	0.7%	0.7%	-31%	-23%
CN(C(=O)c1cccc(C(F)(F)F)c1)C1CCCc2ccccc21 (stereo unspecified)	-34%	i	1.5	-4%	-1.7%	1%	-0.2%	0.6%	-9%	2%
COc1cccc(Cn2c(=O)c3ccccc3n3nc(C)cc23)c1	-23%	i	1.5	-1%	-2.0%	4%	-0.2%	-1.3%	15%	10%
O=C(CSc1nnc(Cc2cccs2)n1Cc1ccco1)Nc1cc(Cl)cc(Cl)c1	20%	i	0.9	-9%	10%	23%	-0.2%	-2.2%	12%	-58%
CCCc1nnc(NC(=O)c2cc3ccccc3oc2=O)s1	-10%	i	1.1	-5%	6.7%	-16%	0.3%	-1.0%	-87%	0%
CC(=O)c1ccc(OCCCC(=O)Nc2cccc(S(=O)(=O)N(C)C)c2)cc1	-14%	i	0.4	-9%	-0.1%	23%	0.1%	1.5%	.	15%
C=CCc1cccc(CNc2nc3ccccc3n2C)c1O	-14%	i	0.6	-11%	-5.9%	7%	-0.1%	2.2%	10%	-5%
CNC(=O)c1c(NC(=O)c2ccc(S(=O)(=O)N3CCCC3)cc2)sc2c1CCN(C(C)C)C2	8%	.	.	9%	-7.8%	17%	-0.1%	9.0%	25%	9%
CCCC(=O)C1=C(O)C(C(=O)OC)C(C)(C)CC1=NC(C)(C)C (stereo unspecified)	8%	i	4.3	-8%	-1.5%	-8%	-0.2%	0.1%	-31%	-16%
CCS(CC)=NS(=O)(=O)c1ccc(NC(C)=O)cc1	4%	i	1.1	16%	1.5%	-12%	0.0%	-1.9%	-36%	-1%
O=C(CCc1ccccc1)NNC(=S)NC(=O)c1ccc(Cl)cc1	12%	.	.	-11%	-1.7%	-4%	-0.1%	2.7%	-7%	22%

Full records, looked up by structure. Order of values: NOD1 inhibition | Myeloid diff MLP | Myeloid diff MLP GFP+ MAC1+ % | GPR35 antagonists | KOR beta-arrestin-1 | GPR55 LPI antagonism | GPR55 activation | HIV peptide binding | KOR beta-arrestin-2 | HEK293 NOD2/NF-kB
Shown for CCCC(=O)C1=C(O)C(C(=O)OC)C(C)(C)CC1=NC(C)(C)C (stereo unspecified) → 8% | i | 4.3 | -8% | -1.5% | -8% | -0.2% | 0.1% | -31% | -16%
Shown for CCN(CC)C(=O)CSc1nnc(-c2ccccn2)n1Cc1ccccc1 → -5% | i | 0.8 | -6% | 1.9% | 2% | -1.9% | -1.0% | 12% | -4%
Shown for Cc1c(NC(=O)CN2C(=O)NC(C)(c3ccccc3Cl)C2=O)c(=O)n(-c2ccccc2)n1C (stereo unspecified) → -32% | i | 0.2 | -3% | 3.4% | -3% | -0.2% | 1.5% | 32% | 14%
Shown for c1ccc(N2CCN(c3ccccc3)C2c2ccncc2)cc1 → -7% | i | 1.2 | 14% | 3.0% | 10% | -0.1% | -1.3% | 16% | -5%
